Source: PubChem (several laboratories)
NPR1 activator: GC-A (human) enzyme activation; HEK293 GC-A cells, cGMP TR-FRET, EC30 ANP; 0% at EC30 ANP, 100% saturating ANP; activation, % at 10 µM; 0.14% of 370,000 active; AID 1671463; in the data active = activation above about 40%
Target sequence (P16066 whole entry, looked up): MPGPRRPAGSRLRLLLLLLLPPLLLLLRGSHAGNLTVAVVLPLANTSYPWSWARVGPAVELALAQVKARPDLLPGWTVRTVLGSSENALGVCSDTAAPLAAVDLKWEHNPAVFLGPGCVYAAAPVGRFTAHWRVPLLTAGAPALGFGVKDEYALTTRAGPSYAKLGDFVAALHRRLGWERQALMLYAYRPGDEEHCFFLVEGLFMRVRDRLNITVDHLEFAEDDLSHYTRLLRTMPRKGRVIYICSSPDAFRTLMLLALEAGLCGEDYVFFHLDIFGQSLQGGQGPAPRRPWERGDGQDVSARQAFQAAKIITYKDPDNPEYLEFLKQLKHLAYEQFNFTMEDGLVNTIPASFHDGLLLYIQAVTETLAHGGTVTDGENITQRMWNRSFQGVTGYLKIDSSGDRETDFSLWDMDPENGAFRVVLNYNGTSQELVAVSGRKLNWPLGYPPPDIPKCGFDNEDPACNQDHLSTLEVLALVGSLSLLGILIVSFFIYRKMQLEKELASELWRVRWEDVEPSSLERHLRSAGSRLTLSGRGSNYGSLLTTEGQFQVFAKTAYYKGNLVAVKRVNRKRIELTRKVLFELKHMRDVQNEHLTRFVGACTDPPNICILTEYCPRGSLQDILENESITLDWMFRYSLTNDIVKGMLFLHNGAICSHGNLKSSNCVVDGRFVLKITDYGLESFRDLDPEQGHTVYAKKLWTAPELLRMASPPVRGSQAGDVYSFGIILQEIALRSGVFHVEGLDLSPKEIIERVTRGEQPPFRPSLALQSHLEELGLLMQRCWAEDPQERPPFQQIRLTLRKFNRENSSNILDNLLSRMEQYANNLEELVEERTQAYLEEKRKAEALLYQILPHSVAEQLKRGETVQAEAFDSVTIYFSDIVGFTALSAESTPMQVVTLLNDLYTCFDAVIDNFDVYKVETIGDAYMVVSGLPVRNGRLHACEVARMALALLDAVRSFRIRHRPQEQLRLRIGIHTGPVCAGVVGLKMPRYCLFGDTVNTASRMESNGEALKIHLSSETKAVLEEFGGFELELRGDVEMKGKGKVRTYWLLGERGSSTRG
KLK7 zymogen act: proKLK7 (human) activation, primary screen; activation, % at 7 µM; P49862; AID 652039; purified proKLK7, EDANS-DABCYL substrate fluorescence; 100% is mature enzyme control, 0% vehicle; 0.9% of 370,000 active;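 active = activation above the mean of all tested compounds plus 3 SD, computed per campaign excluding outliers beyond control limits, cut at about 13% in these data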
ssDAF12 agonist: activators of S. stercoralis DAF-12 nuclear receptor; HEK293 ssDAF-12/GRIP1 lit1-tk-luc reporter, luminescence; % of 3 µM dafachronic acid response; activation, % at 6.8 µM; 1% of 370,000 active; AID 652126;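 active = activation above the mean over all tested compounds plus 3 SD, cut at about 0.9% in these data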;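 note: 0% = DMSO-only wells and 100% = 3 µM delta7-dafachronic acid wells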
DAX1 inh-1: DAX1 (NR0B1) inhibition, primary screen; HEK293T StAR-luciferase reporter, SF-1/DAX-1 repression relief; inhibition, % at 6.8 µM; 1.1% of 370,000 active; AID 652010;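 active = inhibition above the mean over all tested compounds plus 3 SD, cut at about 3.6% in these data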;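 note: 0% = DAX-1 cells with DMSO and 100% = cells lacking DAX-1 with DMSO; higher inhibition means more luminescence from relief of DAX-1 repression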
hcDAF-12 act: H. contortus DAF-12 activation, primary screen; HEK293 hcDAF-12 lit1-tk-luc reporter, luminescence; 0% DMSO, 100% Δ7-dafachronic acid; activation, % at 6.8 µM; 1.4% of 370,000 active;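 active = activation above the mean of all tested compounds plus 3 SD, cut at about 5.5% in these data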;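 note: 100% = response to 3 µM Δ7-dafachronic acid high control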
sPLA2-III inh: Inhibits HGIII-sPLA2 liposome hydrolysis, primary screen | Q9NZ20 | QFRET BODIPY PC-A2 liposome hydrolysis, fluorescence | inhibition, % at 12.2 µM | 0.56% of 370,000 active | AID 743126;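 active = inhibition above mean plus 3 SD of compounds lying within the high and low control bounds, cut at about 19% in these data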;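 note: 0% = median of test compound wells and 100% = no enzyme DMSO wells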
DAX1 inh-2: inhibitors of human orphan nuclear receptor DAX1 (NR0B1) | P51843 | HEK293 Gal4-DAX1 luciferase reporter, luminescence | inhibition, % at 6.75 µM | 0.99% of 340,000 active | AID 504766;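 active = inhibition above the mean over all tested compounds plus 3 SD, cut at about 4.2% in these data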;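 note: 0% = DAX1-transfected cells with DMSO and 100% = empty-vector control cells with DMSO; inhibition shows as a rise in luminescence from relieved DAX1 repression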
hgDAF12 agonist: agonists of H. glycines DAF-12 nuclear receptor. activation, % at 6.8 µM. AID 687014. 1.8% of 370,000 active. HEK293 GAL4-hgDAF12 UAS-luciferase reporter, agonist luminescence; normalized to butyrate control;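 active = activation above a cutoff set at the mean of all screened compounds plus 3 SD, cut at about 10% in these data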;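 note: 0% = DMSO wells and 100% = sodium butyrate wells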
SMARCA2 act: increases SMARCA2 function in MMTV reporter cells. MG213 cells, MMTV-luciferase reporter, dexamethasone, overnight. activation, % at 9.1 µM. 1% of 370,000 active. AID 652017; in the data active = activation above about 7.8%;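 note: 0% = vehicle wells and 100% = reference activator wells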
GC-B act: GC-B (human) receptor activation; P20594; HEK293-GC-B cells, CNP EC30, cGMP TR-FRET; 0% at EC30 CNP, 100% saturating CNP; activation, % at 10 µM; 0.11% of 370,000 active;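 active = activation at 10 µM reaching about 35% in either raw or pattern-adjusted values, limit read from the data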
GAA850 FXN act: frataxin GAA850 promoter activation | HEK293 lucGAA850 FXN promoter luciferase reporter, 24 h; percent of 10 µM SAHA response | activation, % at 6 µM | 0.56% of 360,000 active;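 active = activation above the average of all compounds screened plus 3 SD, cutoff fixed separately per campaign, cut at about 7.5% in these data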;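 note: 0% = DMSO wells and 100% = 10 µM SAHA wells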
An asterisk follows results filed as active. No enrichment for hits; any-hit rate near 6.7%.

What do the screens show for `CCCC(=O)N1CCCC1(C)C(=O)NCc1ccc(F)cc1Cl` (configuration not stated)?
NPR1 activator: 9; KLK7 zymogen act: -0.4; ssDAF12 agonist: -1.6; DAX1 inh-1: -0.2; hcDAF-12 act: 0.9; sPLA2-III inh: -2; hgDAF12 agonist: 1.9; SMARCA2 act: -2; GC-B act: 1; GAA850 FXN act: -0.2

Results for C/C(=N\NC(=O)Cn1nc(C)c(Br)c1C)c1cccs1 ?
NPR1 activator: -1; KLK7 zymogen act: 0.2; ssDAF12 agonist: -1.3; DAX1 inh-1: 0.1; hcDAF-12 act: -0.4; sPLA2-III inh: -3; DAX1 inh-2: -0.2; hgDAF12 agonist: 2.6; SMARCA2 act: -1; GC-B act: -5; GAA850 FXN act: -5.2

What do the screens show for `CC1CCCCC12NC(=O)N(CC(=O)OCC(=O)NCc1ccc(F)cc1)C2=O` (configuration not stated)?
NPR1 activator: 6; KLK7 zymogen act: 0.2; ssDAF12 agonist: -1.0; DAX1 inh-1: 2.0; hcDAF-12 act: 0.3; sPLA2-III inh: -4; DAX1 inh-2: 0.9; hgDAF12 agonist: -2.4; SMARCA2 act: -5; GC-B act: -5; GAA850 FXN act: 0.7

Results for CCn1c(=S)[nH]c2cc(Cl)ccc21 ?
NPR1 activator: 19; KLK7 zymogen act: -0.2; ssDAF12 agonist: -1.2; DAX1 inh-1: 0.2; hcDAF-12 act: -1.1; sPLA2-III inh: 12; DAX1 inh-2: 2.9; hgDAF12 agonist: 1.1; SMARCA2 act: -1; GC-B act: 10; GAA850 FXN act: 1.1

Results for O=C(Nc1cccc2ccccc12)C1CCN(C(=O)NCc2ccccc2)CC1 ?
NPR1 activator: 4; KLK7 zymogen act: -0.2; ssDAF12 agonist: 0.0; DAX1 inh-1: 0.1; hcDAF-12 act: 0.1; sPLA2-III inh: -4; DAX1 inh-2: -0.9; hgDAF12 agonist: 3.0; SMARCA2 act: -1; GC-B act: 0; GAA850 FXN act: -1.3

How did CC[C@@]1(c2ccc(C)cc2)C(=O)N(C(=O)OC(C)C)N1C(=O)OC(C)C do in these assays?
NPR1 activator: -26; KLK7 zymogen act: -0.6; ssDAF12 agonist: -0.6; DAX1 inh-1: -2.2; hcDAF-12 act: -2.4; sPLA2-III inh: 14; hgDAF12 agonist: 1.6; SMARCA2 act: -4; GC-B act: -20

Results for O=c1ccn(C2CCCO2)c(=O)[nH]1 (configuration not stated) ?
NPR1 activator: 2; KLK7 zymogen act: -0.1; ssDAF12 agonist: -0.8; DAX1 inh-1: -1.4; hcDAF-12 act: -0.9; sPLA2-III inh: -5; DAX1 inh-2: 3.2; hgDAF12 agonist: -1.0; SMARCA2 act: -2; GC-B act: 3; GAA850 FXN act: 0.6

What do the screens show for `CCc1nnc(NC(=O)CCC(=O)NCc2ccc(OC)cc2)s1`?
NPR1 activator: 2; KLK7 zymogen act: 0.0; ssDAF12 agonist: -1.7; DAX1 inh-1: 0.4; hcDAF-12 act: -0.4; sPLA2-III inh: -2; DAX1 inh-2: 0.8; hgDAF12 agonist: 0.4; SMARCA2 act: 1; GC-B act: -2; GAA850 FXN act: 1.3

How did C/C(=N\N1CCN(Cc2ccccc2)CC1)c1ccco1 do in these assays?
NPR1 activator: 0; KLK7 zymogen act: 0.0; ssDAF12 agonist: -1.9; DAX1 inh-1: -0.7; hcDAF-12 act: 3.9; sPLA2-III inh: 2; DAX1 inh-2: -0.5; hgDAF12 agonist: -0.5; SMARCA2 act: 1; GC-B act: 6; GAA850 FXN act: 1.9

Results for Cc1ccc(C(=O)Nc2ccc(S(=O)(=O)N3CCCC3)cc2)o1 ?
NPR1 activator: 1; KLK7 zymogen act: 0.8; ssDAF12 agonist: -0.4; DAX1 inh-1: -1.1; hcDAF-12 act: -1.8; sPLA2-III inh: 0; DAX1 inh-2: -0.8; hgDAF12 agonist: 1.2; SMARCA2 act: -1; GC-B act: 0; GAA850 FXN act: -0.5

What do the screens show for `O=C(c1ccco1)N1CCN=C1SCc1ccccc1F`?
NPR1 activator: 4; KLK7 zymogen act: 0.5; ssDAF12 agonist: -1.6; DAX1 inh-1: -0.6; hcDAF-12 act: -1.3; sPLA2-III inh: -1; DAX1 inh-2: 2.8; hgDAF12 agonist: 0.5; SMARCA2 act: 0; GC-B act: -4; GAA850 FXN act: 1.7

How did Cc1cccc(-n2ccnc2SCC(=O)Nc2nccs2)c1 do in these assays?
NPR1 activator: 1; KLK7 zymogen act: 0.5; ssDAF12 agonist: -0.6; DAX1 inh-1: 0.2; hcDAF-12 act: 0.6; sPLA2-III inh: 0; DAX1 inh-2: 0.4; hgDAF12 agonist: 3.5; SMARCA2 act: 2; GC-B act: 0; GAA850 FXN act: 3.0

Results for CCOC(=O)C1=C(O)/C(=C/c2ccc(OCC(=O)O)c(OCC)c2)SC1=Nc1ccc(C)cc1 ?
NPR1 activator: -7; KLK7 zymogen act: -1.1; ssDAF12 agonist: -1.6; DAX1 inh-1: 0.5; hcDAF-12 act: -1.1; sPLA2-III inh: -3; DAX1 inh-2: -0.5; hgDAF12 agonist: -2.0; SMARCA2 act: 3; GC-B act: 1; GAA850 FXN act: 1.1

Results for C/C(=N\NC(=O)c1ccn[nH]1)c1cn(C)nc1C ?
NPR1 activator: 0; KLK7 zymogen act: -0.2; ssDAF12 agonist: 1.3*; DAX1 inh-1: 2.1; hcDAF-12 act: 3.2; sPLA2-III inh: 1; DAX1 inh-2: 2.3; hgDAF12 agonist: 15*; SMARCA2 act: 8; GC-B act: 1; GAA850 FXN act: 6.7

How did CSc1nc2ccc(NS(=O)(=O)c3cccc(Cl)c3Cl)cc2s1 do in these assays?
NPR1 activator: -2; KLK7 zymogen act: 0.8; ssDAF12 agonist: -1.6; DAX1 inh-1: 0.7; hcDAF-12 act: 2.0; sPLA2-III inh: -56; DAX1 inh-2: 1.7; hgDAF12 agonist: 0.2; SMARCA2 act: -2; GC-B act: -4; GAA850 FXN act: 2.7

What do the screens show for `COc1ccc(-c2noc(CCC(=O)NC3CCN(Cc4ccccc4)CC3)n2)cc1`?
NPR1 activator: -8; KLK7 zymogen act: 0.4; ssDAF12 agonist: -0.9; DAX1 inh-1: -1.0; hcDAF-12 act: -2.0; sPLA2-III inh: -7; DAX1 inh-2: -1.2; hgDAF12 agonist: 0.3; SMARCA2 act: -4; GC-B act: -4; GAA850 FXN act: -3.9

What do the screens show for `O=C(O)CSc1nnc(-c2ccccc2O)n1Cc1ccccc1`?
NPR1 activator: 4; KLK7 zymogen act: 0.1; ssDAF12 agonist: -0.1; DAX1 inh-1: -0.5; hcDAF-12 act: -0.8; sPLA2-III inh: 4; DAX1 inh-2: 3.2; hgDAF12 agonist: -1.3; SMARCA2 act: -1; GC-B act: 3; GAA850 FXN act: -1.0

Results for O=C(CC1(O)C(=O)Nc2ccccc21)c1ccccc1 (configuration not stated) ?
NPR1 activator: 18; KLK7 zymogen act: -0.3; ssDAF12 agonist: -1.2; DAX1 inh-1: 0.6; hcDAF-12 act: -0.2; sPLA2-III inh: -4; DAX1 inh-2: -0.1; hgDAF12 agonist: -1.5; SMARCA2 act: -3; GC-B act: 1; GAA850 FXN act: 1.7

Results for N#Cc1c(Cl)cccc1N1CCCC1 ?
NPR1 activator: -3; KLK7 zymogen act: -1.1; ssDAF12 agonist: -1.6; DAX1 inh-1: 0.1; hcDAF-12 act: 0.9; sPLA2-III inh: -4; DAX1 inh-2: -0.7; hgDAF12 agonist: 0.5; SMARCA2 act: -1; GC-B act: -3; GAA850 FXN act: 1.3

What do the screens show for `CSc1ccc(CN(C)C(=O)C(Cc2ccccc2)NC(=O)c2ccccc2)cc1` (configuration not stated)?
NPR1 activator: 0; KLK7 zymogen act: 0.2; ssDAF12 agonist: -1.8; DAX1 inh-1: -3.3; hcDAF-12 act: -3.5; sPLA2-III inh: 0; DAX1 inh-2: -0.4; hgDAF12 agonist: -6.3; SMARCA2 act: -2; GC-B act: -3; GAA850 FXN act: -4.4

What do the screens show for `CCCc1cn(CC(C)n2c(=O)c3ccccc3n2Cc2cc(C(C)C)no2)nn1` (configuration not stated)?
NPR1 activator: -13; KLK7 zymogen act: 2.5; ssDAF12 agonist: -1.1; DAX1 inh-1: -0.4; hcDAF-12 act: -0.3; sPLA2-III inh: 2; hgDAF12 agonist: 1.6; SMARCA2 act: -2; GC-B act: -16

What do the screens show for `Cc1ccc(S(=O)(=O)NC(C(=O)N2CCN(S(=O)(=O)c3cccc(F)c3)CC2)C(C)C)cc1` (configuration not stated)?
NPR1 activator: 4; KLK7 zymogen act: 0.3; ssDAF12 agonist: -1.1; DAX1 inh-1: 0.1; hcDAF-12 act: 1.1; sPLA2-III inh: 3; DAX1 inh-2: 0.7; hgDAF12 agonist: 2.7; SMARCA2 act: 0; GC-B act: 6; GAA850 FXN act: -0.3

How did COc1ccc(-c2cc(C(=O)N/N=C/C(C)=C\c3ccco3)[nH]n2)cc1 do in these assays?
NPR1 activator: -5; KLK7 zymogen act: -1.1; ssDAF12 agonist: 0.5; DAX1 inh-1: 0.1; hcDAF-12 act: 2.8; sPLA2-III inh: -3; hgDAF12 agonist: 0.5; SMARCA2 act: -4; GC-B act: -11

How did O=C(Nc1ccccc1-c1ccccc1)c1cnccn1 do in these assays?
NPR1 activator: -9; KLK7 zymogen act: 0.0; ssDAF12 agonist: -1.0; DAX1 inh-1: 0.5; hcDAF-12 act: -1.7; sPLA2-III inh: 5; DAX1 inh-2: -0.8; hgDAF12 agonist: 1.7; SMARCA2 act: 5; GC-B act: -8; GAA850 FXN act: 9.0*

Results for COC(=O)[C@@]12C[C@@H](CC(=O)NCCC(C)C)C(=O)N(Cc3ccccc3)C1=CCC(C)(C)C2 ?
NPR1 activator: -2; KLK7 zymogen act: 0.1; ssDAF12 agonist: -1.5; DAX1 inh-1: -0.2; hcDAF-12 act: -0.1; sPLA2-III inh: -13; hgDAF12 agonist: -1.7; SMARCA2 act: -1; GC-B act: -2

Results for O=C(c1cccs1)N1CCN(Cc2ccccn2)CC1 ?
NPR1 activator: -1; KLK7 zymogen act: -0.1; ssDAF12 agonist: -1.5; DAX1 inh-1: 0.8; hcDAF-12 act: -1.5; sPLA2-III inh: 4; DAX1 inh-2: 0.4; hgDAF12 agonist: -0.3; SMARCA2 act: -5; GC-B act: -3; GAA850 FXN act: -0.1

How did COc1ccc(C(CNC(=O)Nc2cccc(C)c2)N2CCN(C)CC2)cc1 (configuration not stated) do in these assays?
NPR1 activator: 1; KLK7 zymogen act: 0.0; ssDAF12 agonist: -0.8; DAX1 inh-1: 1.1; hcDAF-12 act: -1.5; sPLA2-III inh: -7; DAX1 inh-2: 0.6; hgDAF12 agonist: 0.3; SMARCA2 act: 6; GC-B act: 2; GAA850 FXN act: 0.5

Results for COC(=O)c1ccc2nc(NC(=O)CN3C(=O)CCC3=O)sc2c1 ?
NPR1 activator: 1; KLK7 zymogen act: 0.5; ssDAF12 agonist: 0.6; DAX1 inh-1: 1.0; hcDAF-12 act: 0.9; sPLA2-III inh: 2; DAX1 inh-2: 1.0; hgDAF12 agonist: 1.1; SMARCA2 act: 2; GC-B act: 5; GAA850 FXN act: 1.6
